Compound activity deposited in PubChem BioAssay by National Center for Advancing Translational Sciences (NCATS).
AmpC inh no detg: blocks E. coli AmpC beta-lactamase in detergent-free assay. AID 485341. Potency, µM (series often up to 57.1 µM), for inactives: top-dose activity change, negative = inhibition, actives largely listed as inhibitors. P00811. 330,000 tested, 0.52% active. AmpC nitrocefin hydrolysis, absorbance 480 nm, 0.0001% Triton;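 note: potency is the fitted concentration of half-maximal effect; plate controls were no compound for no effect and no enzyme for full effect; nearly all actives have a fitted effect of over 20% in size; some results filed as inactive show a strong effect at the top dose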
Target sequence (P00811 whole entry, looked up): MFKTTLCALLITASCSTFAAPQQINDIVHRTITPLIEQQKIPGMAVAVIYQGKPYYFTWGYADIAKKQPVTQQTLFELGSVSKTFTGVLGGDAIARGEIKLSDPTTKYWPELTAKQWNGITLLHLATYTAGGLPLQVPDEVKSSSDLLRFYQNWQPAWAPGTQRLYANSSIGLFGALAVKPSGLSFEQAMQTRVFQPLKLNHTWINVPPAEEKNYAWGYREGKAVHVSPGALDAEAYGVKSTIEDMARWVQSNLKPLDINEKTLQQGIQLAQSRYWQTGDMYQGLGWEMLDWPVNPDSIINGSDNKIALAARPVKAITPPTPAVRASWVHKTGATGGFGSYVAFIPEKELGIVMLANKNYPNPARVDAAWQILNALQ
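AmpC (5.3 nM in the dispensed reagent) in 20 mM phosphate pH 7.0 with 0.01% (detergent screen) or 0.0001% Triton X-100 was preincubated with compounds for 15 min at room temperature. Nitrocefin was then added from an 800 uM solution, and hydrolysis was followed at 480 nm.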
LmPK inhibitor: LmPK (Leishmania mexicana) enzyme inhibition; Q27686; purified LmPK, Kinase-Glo ATP luminescence, 1 h; Potency, µM (top dose mostly 57.5 µM), without a hit: top-dose activity change, negative = inhibition, usual class: inhibitors; 290,000 tested, 0.37% active; AID 1721; note: potency is the fitted concentration of half-maximal effect
Target sequence (Q27686 whole entry, looked up): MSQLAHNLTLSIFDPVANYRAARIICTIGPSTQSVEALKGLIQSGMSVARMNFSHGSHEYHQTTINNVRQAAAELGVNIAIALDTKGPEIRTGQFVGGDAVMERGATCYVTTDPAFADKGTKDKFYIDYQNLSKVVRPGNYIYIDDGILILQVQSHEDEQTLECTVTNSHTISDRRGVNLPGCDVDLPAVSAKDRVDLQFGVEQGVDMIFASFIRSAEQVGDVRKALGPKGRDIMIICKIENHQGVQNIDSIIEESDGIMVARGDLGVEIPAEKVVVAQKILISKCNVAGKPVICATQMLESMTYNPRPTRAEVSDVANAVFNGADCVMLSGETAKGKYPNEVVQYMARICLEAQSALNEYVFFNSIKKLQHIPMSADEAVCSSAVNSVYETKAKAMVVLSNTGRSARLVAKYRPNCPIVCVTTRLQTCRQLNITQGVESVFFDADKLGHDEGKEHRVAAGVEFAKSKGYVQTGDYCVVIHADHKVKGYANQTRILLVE
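Purified LmPK (0.1 nM) converted ADP (0.1 mM) to ATP with PEP (0.5 mM) in imidazole buffer pH 7.2 with KCl and MgCl2, 1 h at room temperature. ATP was read by Kinase-Glo luminescence; data normalized to uninhibited and no-enzyme controls.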
AMA1 RON2 block: inhibitors of Plasmodium falciparum AMA1-RON2 interaction | AlphaScreen AMA1-biotinylated RON2 peptide binding | Potency, µM (top dose mostly 58.2 µM), for inactives: at the top dose activity change, negative = inhibition, most hits filed as inhibitors | 360,000 tested, 0.2% active;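 note: potency is the fitted concentration of half-maximal effect; 0% = vehicle wells and -100% = peptide control; nearly all actives have a fitted effect of over 45% in size; some results filed as inactive show a strong effect at the top dose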
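AMA1 (3D7) with his tag at 25 nM final met compounds first, then biotinylated RON2 peptide at 25 nM; detection used donor plus acceptor beads, 10 µg/mL apiece, read by AlphaScreen after 30 min at room temperature.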
HCV inh: blocks hepatitis C virus | Huh7.5.1 HCVcc-Cre infection, luciferase reporter, 44 h | Potency, µM (series often up to 41.8 µM), inactives show at the highest dose activity change, negative = inhibition, hits mostly inhibitors | 340,000 tested, 3.4% active | AID 651820; note: potency is the fitted concentration of half-maximal effect
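Whole-lifecycle infectious HCVcc-Cre system; cells 1,000/well, compound then virus (~0.5 moi) added 4 h after plating, 44 h culture. Luciferase read 15 sec following 15 min substrate incubation, room temp.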
AmpC detergent: blocks E. coli AmpC beta-lactamase in detergent assay | P00811 | AmpC hydrolysis of nitrocefin, absorbance 480 nm, 0.01% Triton | Potency, µM (top dose mostly 114 µM), for inactives: top-dose activity change, negative = inhibition, usual class: inhibitors | 370,000 tested, 0.041% active | AID 485294;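 note: potency is the fitted concentration of half-maximal effect; 0% = no-compound wells and -100% = no-enzyme wells; nearly all actives have a fitted effect of over 25% in size; some results filed as inactive show a strong effect at the top dose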
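20 mM phosphate pH 7.0 + 0.01% (detergent screen) or 0.0001% Triton X-100; 5.3 nM AmpC reagent; cpd preinc 15 min RT; nitrocefin (800 uM stock) to start; A480 q20 s × 4 min; Activity was normalised to no-enzyme and no-compound control wells.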
TbPYK inhibitor: inhibitors of Trypanosoma brucei pyruvate kinase. Potency, µM (doses to about 76.8 µM), inactives show at the top dose activity, negative = inhibition, hits mostly inhibitors. 410,000 tested, 0.12% active. Q57TT1. AID 624173. TbPYK enzyme, Kinase-Glo Plus ATP luminescence, 45 min; note: potency is the fitted concentration of half-maximal effect; nearly all actives have a fitted effect of over 50% in size
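Luminescent Kinase-Glo Plus end-point after 45 min room-temperature reaction of T. brucei pyruvate kinase started with 130 uM ADP (final). Buffer TEA 50 mM pH 7.2 with KCl, MgCl2, BSA, Tween-20; titration-based qHTS with fitted concentration-effect curves.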
HCMV antiviral: blocks human cytomegalovirus replication. HFF cells, HCMV-luciferase reporter, 72 h; hits give low values. activity change, negative = inhibition, % at 57.5 µM. 410,000 tested, 4.5% active. AID 1259415; in the data active = activity change below about -60%; inconclusive = no clear call, values can overlap the other calls; inactive = above about -39%
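Cell-based, HFFs, 1000 cells/well, 16 h 37C; cpds in DMSO + HCMV-luc, MOI 1 PFU/cell; 72 h 37C; OneGlo luminescence after 5 min RT; norm. to buffer vs Salinomycin 10uM.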
* = called active by the depositor; u = inconclusive; x = not tested or not shown; [ ] = remark or other dose. Unless noted, calls come from the whole dose curve; as a rule, active = well fitted curve in the direction sought with a large enough effect; inconclusive = small, poorly fitted or top-dose-only effect, or another doubt; inactive = no such curve, though single readings can be large; an effect the other way counts as inactive or inconclusive. Unless noted, % is set by controls: 0 for no effect and ±100 for the full control effect.

SMILES | AmpC inh no detg | LmPK inhibitor | AMA1 RON2 block | HCV inh | AmpC detergent | TbPYK inhibitor | HCMV antiviral
Oc1ccc(/C=N/Nc2ccc(C(F)(F)F)cn2)cc1 | -33% | 1% | -1% | u | -5% | -18% | 18
O=C1C(Cc2ccccc2)Nc2ncnc(N3CCc4ccccc4C3)c2N1Cc1ccccc1 (stereo not drawn) | -55% | x | 14% | 5% | x | -5% | x
Cc1ccc(S(=O)(=O)N2CCC(C(=O)NNC(=O)C3CC3)CC2)cc1Cl | -45% | 3% | 87%[activator] | 15% | -8% | 1% | -25
CC1CCN(c2c([N+](=O)[O-])c(=O)n(-c3ccccc3)c3ccccc23)CC1 | -8% | 1% | 4% | u | 1% | -2% | 10
COc1ccc(-n2c(Cn3c(=O)sc4ccccc43)nnc2SCC(=O)N2CCOCC2)cc1 | 59% | 0% | -2% | 10% | -15% | -15% | -19
CN1CCN(c2nc(N3CCN(CCO)CC3)nc3ccccc23)CC1 | -9% | -3% | 6% | u | -7% | 1% | -18
CCCc1noc2c1/C(=N\O)CCC2 | -16% | 5% | 16% | 16% | -5% | -14% | 1
N#CC12c3ccccc3C(=O)N1Cc1cnnn1-c1ccccc12 (stereo not drawn) | x | x | 0% | x | x | 6% | -13
COCCN(C(=O)COC(=O)Cc1cccc(OC)c1)c1c(N)n(CC(C)C)c(=O)[nH]c1=O | 0% | x | 24% | 3% | -2% | 2% | -12
CCOC(=O)CSc1nc2c([nH]c3ccccc32)c(=O)n1-c1ccc(OC)cc1 | x | x | x | x | 7% | 0%[15.4 µM] | 0
N/C(CSc1ccc(Cl)cc1)=N\NC(=O)c1ccncc1 | -5% | 2% | 61%[activator] | -14% | -3% | 3% | -17
C[C@@]12C(=O)Nc3ccc(Cl)cc3C(=O)N1[C@H]1c3cc(Br)ccc3OC[C@@H]1[C@@H]2c1ccccc1 | -10% | x | 0% | u | x | 1% | -34
O=[N+]([O-])c1cccc(CSc2nnc(Cc3ccccc3)n2-c2ccc(F)cc2)c1 | 53% | 4% | -1% | -1% | -10% | 3% | -34
Nc1cc(=O)[nH]c(SCc2ccc(Cl)cc2)n1 | -27% | 3% | 0% | -9% | u | -3% | 53
CCN(CC)S(=O)(=O)c1ccc(Cl)c(NC(=O)COC(=O)C2CCCCC2)c1 | -23% | x | 8% | 4% | u | 3% | -10
O=C(COc1ccc2c(c1)OCO2)NCc1cccs1 | -8% | x | -3% | 11% | x | 0% | 41
CC1CC(C)CN(S(=O)(=O)c2ccc3c(c2)CCN3C(=O)CCC(=O)O)C1 (stereo not drawn) | -11% | 1% | 0% | 21% | -1% | 0% | x
COc1ccc(CNc2nc(SCc3cc(=O)n4cc(Cl)ccc4n3)nc3ccccc23)cc1 | -22% | 0% | 20% | 17% | -7% | -11% | -7
O=C(Nc1cc(Cl)ccc1Cl)c1cc(S(=O)(=O)N2CCc3ccccc3C2)ccc1F | x | x | x | x | 4% | 1% | -8
O=C(O)CCC(=O)N1CCc2c([nH]c3ccccc23)C1C(F)(F)F (stereo not drawn) | -15% | 3% | -10% | 8% | -3% | 3% | x
O=C(COC(=O)COc1ccccc1)Nc1ccccc1OC(F)F | -3% | 2% | 0% | 34%[activator] | -13% | -8% | -7
N=c1sccn1CC(=O)Nc1cc(S(=O)(=O)N2CCCC2)ccc1Cl | -16% | 10% | -10% | 19% | -15% | -8% | -20
CCOC(=O)c1[nH]c2cc3c(cc2c1NC(=O)CN1CCC(C)CC1)OCO3 | -17% | 0% | -13% | u | -2% | 2% | 34
Cc1cc(C)nc(SC2CCCCC2O)n1 (stereo not drawn) | -9% | 3% | -2% | 0% | u | 5% | 8
COCCCNC(=O)C[C@H]1C[C@H](C(=O)N2CCCCC2)[C@@]2(C)c3[nH]c4ccc(Cl)cc4c3CCN2C1=O | 10% | x | -7% | -18% | x | -12% | -33

Looked up above.
TbPYK inhibitor result of COc1ccc(CNc2nc(SCc3cc(=O)n4cc(Cl)ccc4n3)nc3ccccc23)cc1 stands at -11%
TbPYK inhibitor result of N#CC12c3ccccc3C(=O)N1Cc1cnnn1-c1ccccc12 (stereo not drawn) stands at 6%

The list goes on.
SMILES | AmpC inh no detg | LmPK inhibitor | AMA1 RON2 block | HCV inh | AmpC detergent | TbPYK inhibitor | HCMV antiviral
O=C(OCCOc1cccc(Cl)c1)c1cc(S(=O)(=O)N2CCOCC2)ccc1F | 24% | x | 4% | 25µM* | 0% | 3% | -7
COc1ccc([N+](=O)[O-])cc1-c1[nH]c(-c2ccc(C(=O)O)cc2)nc1-c1ccccc1 | -48% | -3% | -6% | 9% | u | -1% | -14
COC(=O)c1ccc(C(=O)OC)c(NC(=O)Cc2cccs2)c1 | x | x | -12% | x | x | -5% | -16
COc1ccc(CCNC(=O)Cn2cnc3c(cnn3-c3ccccc3Cl)c2=O)cc1OC | 7% | -2% | 0% | -9% | -12% | 3% | 28
Nn1cnc2scc(-c3cccs3)c2c1=O | -41% | 0% | 4% | 0% | -6% | -1% | -32
c1ccc(-c2cc3c(N4CCCC4)ncnc3s2)cc1 | -15%[11.4 µM] | 6% | -16% | 10µM* | u | 0% | 74
Cc1ccc(NS(=O)(=O)c2ccc(NC(=O)c3cccc(NC(=O)C(C)C)c3)cc2)cc1 | -30% | 3% | -12% | 10µM* | -4% | -3% | -34
CCN=C1SC(CC(=O)NCCc2ccc(OC)cc2)C(=O)N1CC (stereo not drawn) | -8% | 1% | 5% | 1% | 1% | -9% | 16
COc1ccc(NS(=O)(=O)c2cccc(C(=O)N/N=C(/C)c3ccc(-n4ccnc4)cc3)c2)cc1 | x | x | 5% | -5% | x | -4% | 20
O=C(CNC(=O)c1ccccc1Br)NCC(c1ccco1)N1CCCCC1 (stereo not drawn) | x | x | 5% | 12% | x | 0% | -18
Fc1ccccc1COc1ccc(C(=S)N2CCCC2)cc1 | -35% | 0% | 4% | u | 0% | -5% | -37
CC(=O)NNC(=O)c1nc(-c2ccccc2)c(C)o1 | -26% | 4% | 50%[activator] | 2% | 6% | 6% | -1
COCCNC(=O)C1(C)CCCN(C(=O)c2ccc(C(F)(F)F)cc2)C1 (stereo not drawn) | x | x | 2% | x | x | 2% | 34
O=C(O)c1ccccc1C(=O)Nc1cc(C(F)(F)F)ccc1N1CCCC1 | -11% | 1% | -12% | 9% | -17% | -8% | 11
COc1ccc(-c2nsc(NC(=O)C(C)Oc3ccc(Cl)c(C)c3)n2)cc1 (stereo not drawn) | x | x | x | x | 30% | 0% | -65*
CCCNC(=O)Cn1nc([N+](=O)[O-])c([N+](=O)[O-])c1C | -18% | 6% | 2% | -7% | 9% | -6% | 26
COc1ccc(S(=O)(=O)N(C)c2ccc(C(=O)Nc3cccnc3)cc2)cc1 | -11% | 5% | 24% | u | u | -13% | -29
CC(C)(O)C(=O)NN(C(=O)c1ccccc1)c1ccc2ccccc2c1 | 1% | -3% | -5% | u | 4% | 1% | x
CCn1c(=O)c(C(=O)Nc2ncccc2C)c(O)c2ccccc21 | 24% | 1% | 68%[activator] | 10µM* | -13% | 1% | u
Cc1ccc(/C=N/N=C2/NC(=O)C(CC(=O)N3CCOCC3)S2)cc1 (stereo not drawn) | -13% | 2% | 22% | 15% | -11% | -25% | 7
CCCc1nnc(NC(=O)C2CCCO2)s1 (stereo not drawn) | -10% | -2% | 26% | -5% | -10% | -3% | 48
CC(C)(C)n1nnnc1C(c1ccccc1)N1CCN(C(=O)C2CCCO2)CC1 (stereo not drawn) | x | x | 2% | x | x | -5% | 49
O=c1c(N2CCN(c3cccc(C(F)(F)F)c3)CC2)csc2ccccc12 | x | x | x | x | 6% | -6% | -4
Cc1ccc(-c2csc3ncnc(Nc4ccc(N5CCOCC5)cc4)c23)cc1 | 50% | 1% | -12% | u | -4% | 7% | -90*
COc1cc(OC)c(OC)cc1/C=N/Nc1ccc(Cl)nn1 | -9% | 1% | 1% | -27% | 2% | 2% | -19
Cc1ccc2occ(CC(=O)N(Cc3ccc(C(C)C)cc3)C3CCS(=O)(=O)C3)c2c1 (stereo not drawn) | x | x | x | x | -2% | 3% | 9
COc1ccc(OCc2nnc(SC(C)C(=O)Nc3nccs3)n2-c2ccccc2)cc1 (stereo not drawn) | 28% | -1% | 8% | x | -4% | -4% | -35
O=C(CCN1CCOCC1)N1CCc2c([nH]c3ccccc23)C1c1cccc(Cl)c1 (stereo not drawn) | 135%[activator] | 3% | u | 1% | -5% | 9% | 40

In the list so far, these contain an NH in an aromatic ring:
SMILES | AmpC inh no detg | LmPK inhibitor | AMA1 RON2 block | HCV inh | AmpC detergent | TbPYK inhibitor | HCMV antiviral
COCCN(C(=O)COC(=O)Cc1cccc(OC)c1)c1c(N)n(CC(C)C)c(=O)[nH]c1=O | 0% | x | 24% | 3% | -2% | 2% | -12
CCOC(=O)CSc1nc2c([nH]c3ccccc32)c(=O)n1-c1ccc(OC)cc1 | x | x | x | x | 7% | 0%[15.4 µM] | 0
Nc1cc(=O)[nH]c(SCc2ccc(Cl)cc2)n1 | -27% | 3% | 0% | -9% | u | -3% | 53
O=C(O)CCC(=O)N1CCc2c([nH]c3ccccc23)C1C(F)(F)F (stereo not drawn) | -15% | 3% | -10% | 8% | -3% | 3% | x
CCOC(=O)c1[nH]c2cc3c(cc2c1NC(=O)CN1CCC(C)CC1)OCO3 | -17% | 0% | -13% | u | -2% | 2% | 34
COCCCNC(=O)C[C@H]1C[C@H](C(=O)N2CCCCC2)[C@@]2(C)c3[nH]c4ccc(Cl)cc4c3CCN2C1=O | 10% | x | -7% | -18% | x | -12% | -33
COc1ccc([N+](=O)[O-])cc1-c1[nH]c(-c2ccc(C(=O)O)cc2)nc1-c1ccccc1 | -48% | -3% | -6% | 9% | u | -1% | -14
O=C(CCN1CCOCC1)N1CCc2c([nH]c3ccccc23)C1c1cccc(Cl)c1 (stereo not drawn) | 135%[activator] | 3% | u | 1% | -5% | 9% | 40
